# Assay outcomes as filed in PubChem BioAssay.
# DAGLB inh: blocks human DAGLB lipase activity | Q8NCG7 | HEK293T DAGLB membrane lysate, EnzChek fluorogenic substrate | inhibition, % at 5.17 µM | actives 0.059% (n = 340,000); in the data active means inhibition above about 34%;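 further: 0% = enzyme with vehicle and 100% = wells lacking enzyme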
# Target sequence (Q8NCG7 whole entry, looked up): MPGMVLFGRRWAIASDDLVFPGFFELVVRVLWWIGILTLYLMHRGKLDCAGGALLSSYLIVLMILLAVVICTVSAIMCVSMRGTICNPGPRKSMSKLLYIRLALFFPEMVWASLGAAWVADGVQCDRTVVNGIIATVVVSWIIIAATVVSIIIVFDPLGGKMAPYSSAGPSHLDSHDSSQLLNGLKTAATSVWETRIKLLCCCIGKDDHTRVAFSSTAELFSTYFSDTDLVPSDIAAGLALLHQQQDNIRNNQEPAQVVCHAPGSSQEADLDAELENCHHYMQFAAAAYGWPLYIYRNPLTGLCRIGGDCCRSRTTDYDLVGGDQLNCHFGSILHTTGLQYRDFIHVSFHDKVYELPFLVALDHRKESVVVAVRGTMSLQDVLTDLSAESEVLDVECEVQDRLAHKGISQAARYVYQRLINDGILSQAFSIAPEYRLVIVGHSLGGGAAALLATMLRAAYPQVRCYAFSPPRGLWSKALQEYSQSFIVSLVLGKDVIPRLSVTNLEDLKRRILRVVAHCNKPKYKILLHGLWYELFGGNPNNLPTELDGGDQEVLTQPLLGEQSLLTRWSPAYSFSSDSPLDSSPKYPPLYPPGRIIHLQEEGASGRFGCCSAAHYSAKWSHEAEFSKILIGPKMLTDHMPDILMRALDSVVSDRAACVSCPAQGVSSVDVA
# E coli growth: bacterial growth inhibition, counter-screen for AddAB inhibitors; E. coli V3065 growth, OD600 absorbance, 18 h; inhibition, % at 11.9 µM; actives 0.27% (n = 330,000); AID 449728;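 active means inhibition above the campaign's mean inhibition across all tested compounds plus 3 SD, cut at about 9.9% in these data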;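 further: uninfected addAB+ strain grown without phage in ampicillin broth; 0% = DMSO wells and 100% = ciprofloxacin 0.95 µg/ml wells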
# Rtt109 HAT inh: inhibitors of Candida albicans Rtt109/Vps75 histone acetyltransferase; actives 0.16% (n = 330,000); purified Rtt109/Vps75, ThioGlo CoA-SH fluorescence, 4 h; inhibition, % at 34.9 µM; AID 540336;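 active means inhibition of at least 50% in every replicate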
# Target sequence (Q5AAJ8 whole entry, looked up): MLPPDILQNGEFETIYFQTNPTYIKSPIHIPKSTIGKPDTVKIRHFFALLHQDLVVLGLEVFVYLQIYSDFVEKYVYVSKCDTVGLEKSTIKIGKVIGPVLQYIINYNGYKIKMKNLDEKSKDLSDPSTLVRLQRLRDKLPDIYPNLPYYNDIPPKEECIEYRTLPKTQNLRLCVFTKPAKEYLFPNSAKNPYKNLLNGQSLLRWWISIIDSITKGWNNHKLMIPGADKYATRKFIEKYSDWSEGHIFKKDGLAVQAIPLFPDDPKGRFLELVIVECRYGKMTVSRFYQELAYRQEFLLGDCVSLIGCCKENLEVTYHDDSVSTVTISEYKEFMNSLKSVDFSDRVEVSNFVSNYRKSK
# AddAB inh: less growth of phage-infected E. coli with AddAB; E. coli expressing H. pylori AddAB, absorbance growth; inhibition, % at 11.9 µM; actives 0.29% (n = 330,000); in the data active means inhibition above about 12%;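 further: 0% = vehicle wells of infected cells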
# CAL PDZ inh: blocks peptide binding to human CAL PDZ domain; purified CAL PDZ, TMR-peptide fluorescence polarization, 1 h; inhibition, % at 20 µM; actives 0.02% (n = 330,000);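 active means highest replicate inhibition of at least 40%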;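 further: plate controls were DMSO neutral control wells for no effect and unlabeled competitor peptide control wells for full effect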
#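 material = purified tagged CAL PDZ domain construct (CerCALP) | compound dosing = 20 µM, one dose | times = 1 h at RT | measured by = fluorescence polarization from S- and P-plane intensities, G-factor corrected | read-out = inhibition from polarization loss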
# PfHsp90 yeast 2: inhibits growth of yeast expressing Plasmodium falciparum Hsp90 | actives 0.32% (n = 310,000) | AID 504621 | inhibition, % at 9.4 µM | S. cerevisiae expressing PfHsp90, BacTiter-Glo ATP, 48 h; yeast lacking PDR1 and PDR3 efflux regulators;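 active means every replicate shows inhibition above about 80%, whatever the replicate mean, limit read from the data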;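 further: 0% = DMSO neutral controls and 100% = 20 µM radicicol positive controls; yeast relying on Plasmodium falciparum Hsp90 in place of its own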
# phage Ecoli inh: E. coli growth loss with phage present; growth absorbance; inhibition, % at 11.9 µM; actives 0.26% (n = 360,000); in the data active means inhibition above about 11%
# Tat transport: E. coli Tat transport inhibition; inhibition, % at 10 µM; E. coli MC4100 TorA-mCherry Tat export, fluorescence; actives 0.036% (n = 340,000);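 active means mean replicate inhibition at least 50% and at least half of replicates individually reaching 50%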;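 further: exported cargo escapes ClpAP degradation while cytoplasmic cargo is degraded and loses fluorescence; 0% = median of neutral control wells and 100% = median of NaSCN control wells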
# Wnt act: activators of Wnt/beta-catenin signaling; Wnt/beta-catenin reporter cell assay, activator, plate reader; activation, % at 9.35 µM; actives 1.2% (n = 300,000); AID 743398; in the data active means activation above about 30%, passing the limit was not always enough;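 further: 0% = neutral control wells and 100% = positive control wells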
# PvdQ inh: blocks Pseudomonas aeruginosa PvdQ acylase activity; actives 0.063% (n = 340,000); purified PvdQ acylase, fluorescence plate reader; AID 488965; inhibition, % at 10 µM; in the data active means inhibition above about 30%, passing the limit was not always enough;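 further: 0% = vehicle neutral wells and 100% = reference inhibitor wells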
# Active calls of the source: *; / = no result given.
SMILES,DAGLB inh,E coli growth,Rtt109 HAT inh,AddAB inh,CAL PDZ inh,PfHsp90 yeast 2,phage Ecoli inh,Tat transport,Wnt act,PvdQ inh
CC(C)(C)NC(=O)COC(=O)c1ccc(Cl)cc1O,-1.4,-0.1,-6.9,2.4,-0.1,2.7,3.7,-7.0,-0.7,6.8
CC(C)c1c(O)nc(SCC(=O)N2CCCCC2)[nH]c1=O,2.4,1.8,-1.8,-0.9,0.0,6.1,0.4,9.1,-0.6,-6.1
COCCn1nnnc1C(c1cccs1)N1CCN(c2cc(C)ccc2C)CC1 (stereo not drawn),-5.2,-0.2,/,2.3,-3.0,/,1.0,5.5,3.5,2.8
Cc1ccc2sc(N(CCCN(C)C)C(=O)CCS(=O)(=O)c3ccccc3)nc2c1C,4.5,-2.9,-3.1,-0.7,-2.3,-17.0,0.2,-4.9,-9.4,-12.9
CN(C)S(=O)(=O)n1ccnc1,-0.8,-0.1,1.0,0.6,-0.1,/,2.4,0.3,/,-6.8
CC(C)Nc1oc(-c2cccc3ccccc23)nc1C#N,-5.6,0.2,16.5,-0.6,-1.3,-12.1,1.7,0.1,/,-23.5
Cc1c(NC(=O)CCc2ccc(S(=O)(=O)N3CCOCC3)cc2)c(=O)n(-c2ccccc2)n1C,-0.5,/,0.0,/,-2.9,13.9,2.6,-9.3,1.9,-19.0
COc1ccccc1NC(=O)CN(C)S(=O)(=O)c1ccc2c(c1)CCC(=O)N2,2.6,-0.5,-11.5,4.0,-0.5,15.0,1.6,10.5,-0.4,-4.7
CCOc1ccccc1N1CCN(C(=O)COc2ccc3c(C)cc(=O)oc3c2)CC1,2.5,1.6,1.9,1.2,-0.4,0.3,4.2,4.8,-0.1,-9.3
CC(=O)N1CCN(c2ccccc2NC(=O)c2ccc(C#N)cc2F)CC1,-1.5,-1.5,1.6,-1.3,-1.8,5.3,1.8,3.2,0.1,-15.3
COc1ccc2nc(SCC(=O)NC3CCCCC3)[nH]c2c1,-2.6,-0.8,-6.4,-2.6,0.0,-3.3,1.4,-0.9,0.3,-5.6
COc1ccc(S(=O)(=O)N2CCN(C(=O)CN3C(=O)NC(C)(c4ccc5ccccc5c4)C3=O)CC2)cc1 (stereo not drawn),2.1,-1.6,2.8,-1.7,-2.5,-13.4,4.6,6.0,10.4,-14.5
O=C(NNC(=O)c1ccccc1OCc1ccccc1)c1ccccc1O,11.3,/,-10.4,/,-2.6,-4.6,7.7,-6.9,-3.0,4.8
COCC(=O)N(Cc1cc2ccccc2[nH]c1=O)c1ccc(OC)cc1,1.8,0.8,-31.2,3.0,-0.3,17.6,2.7,0.9,-1.2,-6.8
Cc1c(NC(=O)Nc2cccs2)cccc1[N+](=O)[O-],2.0,-1.0,-2.0,-3.4,0.1,21.4,3.4,13.1,14.2,-4.4
CN(C)CCCNS(=O)(=O)c1cc(Cl)ccc1Cl,-0.5,0.7,1.5,3.0,-1.6,/,2.5,1.1,/,-11.7
CCOC(=O)c1ccccc1NC(=O)c1ccccc1N(C)S(C)(=O)=O,0.4,-0.4,1.5,2.9,/,-2.7,1.0,9.9,/,-10.3
O=C(CC(=O)c1c(F)cccc1Cl)c1ccccc1O,-0.2,-1.2,-2.5,1.8,/,-64.8,-2.0,-12.5,5.0,-15.2
O=C(O)COc1ccccc1Cc1ccccc1,4.2,1.3,-7.1,3.2,0.3,7.4,5.2,10.2,-0.5,9.7
Cc1ccc(S(=O)(=O)N2CCC[C@H]2C(=O)OCCN2C(=O)c3ccccc3C2=O)cc1,0.3,/,-9.7,/,-3.3,-4.0,0.8,3.8,1.2,-4.8
Cc1ccc(S(=O)(=O)N2CCCC2C(=O)Oc2ccccc2)cc1 (stereo not drawn),-3.2,0.6,-4.6,1.1,-0.6,-2.5,2.8,0.3,-4.1,-19.3
O=C(Cn1c(NCCO)nc2ccccc21)c1ccc(Cl)cc1,0.3,2.4,-1.2,3.6,-0.6,6.8,3.5,-0.6,/,-13.3
COc1ccccc1C(=O)Nc1cccc(C(=O)c2ccccc2)c1,-11.6,1.5,0.6,3.4,-1.9,-33.6,1.6,-4.4,-0.9,-4.4
O=C(Nc1ccc(-c2csc(Nc3ccccc3)n2)cc1)c1cc([N+](=O)[O-])cc(C(F)(F)F)c1,-0.2,0.6,5.3,-1.0,-1.1,-8.5,1.3,-6.5,-6.1,-13.7
COc1ccc(C(=O)CSc2n[nH]c(-c3ccco3)n2)cc1,-2.0,-2.4,3.9,6.0,-1.5,1.1,0.9,1.8,/,3.1
CCCCN(C(=O)c1ccc2c(c1)OCO2)c1c(N)n(CC(C)C)c(=O)[nH]c1=O,2.5,2.8,-8.7,1.4,-0.9,-9.0,2.8,7.8,-1.2,-14.7
Cc1ccccc1N1CCN(C2CCCN(C(=O)c3ccccn3)C2)CC1 (stereo not drawn),0.7,0.7,-0.4,-1.0,-1.9,-8.5,2.1,4.1,0.4,-16.2
O=C(Nc1nc2cc3c(cc2s1)OCCO3)C1CCCCC1,-4.1,/,7.1,/,-1.7,11.8,3.8,9.9,54.5*,-2.9
O=C1C(=O)N(CCN2CCOCC2)C(c2ccccc2F)/C1=C(\O)c1ccc(S(=O)(=O)N2CCOCC2)cc1 (stereo not drawn),-4.2,-0.3,18.7,4.4,-2.9,4.0,1.0,-1.1,-1.5,6.7
O=C(c1cc([N+](=O)[O-])ccc1N1CCOCC1)N1CCCC1,0.1,-0.8,11.7,3.3,0.2,-19.1,3.5,6.9,/,-8.1
CCOC(=O)c1c(-c2ccccc2)[nH]c2ccc(O)cc12,-0.6,-0.5,9.6,1.8,-1.3,-1.6,2.6,2.9,-2.2,0.9
CC1CCN(C(=O)CCc2nnc3ccc(N4CCC5(CC4)OCCO5)nn23)CC1,0.1,-1.9,-5.9,1.9,-1.3,5.8,1.4,-2.4,-1.4,-3.8
CCc1cccc(C)c1NC(=O)Nc1ccc2c(c1)OCO2,-0.2,1.6,3.0,1.8,-2.1,17.9,2.5,2.9,/,-8.3
COc1ccc(OC)c(NC(=O)C2CCN(C(=O)c3cccs3)CC2)c1,0.0,-2.5,/,2.2,-1.7,8.3,3.1,-13.0,19.7,-7.0
CCSc1nnc(NC(=O)CCNS(=O)(=O)c2cc(Br)cnc2N)s1,0.2,1.0,-2.8,3.8,/,/,2.5,6.8,/,-10.2
CCCCNC(=O)c1cc2c(-c3ccc(Cl)cc3)nn(C)c2s1,-6.3,0.1,-6.2,5.0,-5.6,-6.2,1.5,3.4,-3.2,-8.1
Cn1[nH]c(C(F)(F)F)c(C=Nc2ccc(Cl)cc2)c1=O,-0.8,1.5,-12.3,2.3,-3.5,/,2.5,0.2,-1.5,3.7
Cc1cc(C)c(C)c(OCC(=O)NCc2nc(-c3ccccc3)no2)c1,-13.8,-2.3,-4.8,1.9,-1.7,-29.9,0.2,1.7,-2.2,-6.1
COc1cccc(CN2CC(C(=O)N3CCN(c4ccc(Cl)cc4)CC3)CCC2=O)c1 (stereo not drawn),0.0,-2.4,4.7,-2.9,-0.9,19.9,1.5,-7.0,1.4,-2.1
CCN(CC(=O)NCc1cccs1)C(=O)c1cccc(S(=O)(=O)Nc2ccc(OC)cc2)c1,1.1,-2.6,1.3,0.2,-2.0,-52.4,1.9,-2.2,-0.8,-11.7
Cc1ccc(-n2c(SCc3ccc(C#N)cc3)nnc2-c2ccccn2)cc1,-0.1,-2.7,14.1,1.5,-1.9,/,-0.4,-5.4,-0.7,-9.3
Cc1cccc(-c2nc3cc(NC(=O)C4CCCO4)ccc3o2)c1 (stereo not drawn),-2.9,-1.6,5.0,3.1,-1.5,40.1,3.7,-0.9,17.0,-8.8
COc1ccc2nc(NC(=O)Cn3cnc4ccccc4c3=O)sc2c1,-1.3,1.0,-4.0,0.0,1.1,-40.1,4.4,6.0,-1.8,-14.9
CN(c1ccccc1)S(=O)(=O)c1ccc2ccccc2c1,-3.2,-1.0,1.9,0.3,0.1,-0.4,0.2,-2.0,-1.4,-13.5
CCN(CC)C(=O)c1sc(NC(=O)c2cccc([N+](=O)[O-])c2)c(C#N)c1C,2.1,-1.7,-6.7,4.7,-0.1,-22.0,2.4,-12.3,/,-6.3
CC(C)(C)OC(=O)N1CCC(c2c(C(=O)NC3CC3)cnn2-c2ccc(Cl)cc2)CC1,1.0,-0.5,11.2,0.2,-0.5,8.1,2.1,-6.5,-3.0,3.0
O=C(NCCN1CCOCC1)c1sc2cc(Cl)ccc2c1Cl,-0.6,1.1,-1.0,2.7,-3.2,-8.0,0.9,-5.4,6.5,-17.8
O=C(c1ccccc1)N1N=C(c2ccccc2O)CC1c1ccccc1 (stereo not drawn),-7.0,-1.2,3.9,0.7,-0.3,-19.9,1.4,-0.6,0.5,-9.7

# Limited to DAGLB inh and E coli growth, for some of the entries so far:
molecule | DAGLB inh | E coli growth
CCN(CC)C(=O)c1sc(NC(=O)c2cccc([N+](=O)[O-])c2)c(C#N)c1C | 2.1 | -1.7
O=C(c1ccccc1)N1N=C(c2ccccc2O)CC1c1ccccc1 (stereo not drawn) | -7.0 | -1.2
Cc1cc(C)c(C)c(OCC(=O)NCc2nc(-c3ccccc3)no2)c1 | -13.8 | -2.3
Cc1ccc(-n2c(SCc3ccc(C#N)cc3)nnc2-c2ccccn2)cc1 | -0.1 | -2.7

# The listing continues.
SMILES,DAGLB inh,E coli growth,Rtt109 HAT inh,AddAB inh,CAL PDZ inh,PfHsp90 yeast 2,phage Ecoli inh,Tat transport,Wnt act,PvdQ inh
CCN1C(C)=C(C)S/C1=C1\SC(=S)N(C2CCCCC2)C1=O,-0.3,0.7,/,1.8,-1.9,16.6,1.7,2.9,11.2,-6.2
CCCCOn1c(C)c(C(=O)OCC)c2c3no[n+]([O-])c3ccc21,-4.0,-0.1,/,-0.6,-1.5,-9.9,0.9,-1.9,/,-2.2
C#CCOCCOCCOCCNc1nc(N2CCN(C(=O)Cn3cc(CCO)nn3)CC2)nc(N2CCN(C(=O)Cn3cc(CC(C)O)nn3)CC2)n1 (stereo not drawn),-4.0,/,3.0,/,-0.7,-28.2,0.3,-10.7,-3.3,-10.9
O=C1CCCN1c1ccc(S(=O)(=O)NCCOc2ccccc2)cc1,0.1,1.5,5.8,1.8,-1.0,-9.0,2.4,-6.2,-7.6,16.3
O=C(CCNS(=O)(=O)c1ccc(Cl)cc1)N1CCCC1,-2.4,0.7,-0.7,0.7,-3.2,-19.8,2.0,-1.6,0.7,5.4
O=C(Nc1ccc2c(c1)OCCO2)c1cc(-c2ccccn2)nc2ccc(Br)cc12,0.4,-1.2,-8.7,5.7,0.3,4.2,-0.1,-4.4,-2.7,-5.6
CC(=O)c1sc(NC(=O)CN2C(=O)C3CC=CCC3C2=O)nc1-c1ccccc1 (stereo not drawn),-3.4,1.4,2.7,-1.1,-2.2,-13.3,5.7,-0.2,-4.6,-4.9
COc1ccc(-c2noc(N3CCC(C(=O)Nc4ccccc4F)CC3)n2)cc1,-7.3,-0.4,-0.1,-0.3,-0.2,5.9,3.6,-3.7,1.0,-3.4
CCn1ncc(Br)c1C(=O)Nc1cc(C)ccc1F,-5.4,1.7,-0.7,-0.3,-0.6,13.6,0.0,-1.6,0.0,-6.1
O=C(N=NC(=O)c1ccc2c(O)n(CC3CCCO3)c(O)c2c1)c1cccnc1 (stereo not drawn),-2.9,0.7,4.5,-3.2,0.8,23.8,2.2,-2.4,0.1,-8.8
